NTR1 ag – agonists of NTR1, primary screen, imaging, U2OS cells, beta-arrestin-GFP, high content (AID 493036); NTR1-U2OS beta-arrestin-GFP spot imaging, agonist mode; activation, % at 20 µM; 0.17% of 330,000 active;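 active = activation at or above 40% of the spot to cytoplasm intensity ratio, with at least 20 cells analyzed; inconclusive = wells under 20 cells, flagged as cytotoxic or low count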;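 also: 0% = DMSO without peptide and 100% = 100 nM NTR1 peptide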
Target sequence (P30989 whole entry, looked up): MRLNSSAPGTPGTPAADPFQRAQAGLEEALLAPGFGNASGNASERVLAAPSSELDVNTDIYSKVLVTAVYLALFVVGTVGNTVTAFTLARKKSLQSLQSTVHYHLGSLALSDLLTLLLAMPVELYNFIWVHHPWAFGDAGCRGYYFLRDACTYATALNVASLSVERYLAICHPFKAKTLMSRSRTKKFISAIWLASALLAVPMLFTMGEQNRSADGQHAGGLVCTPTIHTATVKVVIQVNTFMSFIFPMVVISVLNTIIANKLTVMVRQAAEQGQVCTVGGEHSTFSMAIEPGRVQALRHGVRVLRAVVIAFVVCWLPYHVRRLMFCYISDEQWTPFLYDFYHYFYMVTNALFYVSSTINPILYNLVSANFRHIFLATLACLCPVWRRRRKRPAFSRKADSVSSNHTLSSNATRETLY
WT yeast gro inh – growth inhibition of WT strain, primary screen, mitochondrial fusion inhibitor project, WT and mutant strains, chemical genetic | AID 1362, 2008 | mitochondrial fusion phenotypic screen | inhibition, % at 10 µM | 2.1% of 190,000 active; in the data active = inhibition above about 58%; tested in S. cerevisiae
RSV CPE inhibition – RSV antiviral activity via CPE protection, HEp-2 cells, primary 10 µM value included (AID 2391) | HEp-2 cells, RSV-induced CPE inhibition; higher % means a stronger effect | 0.13% of 310,000 active | one-dose CPE inhibition, % at 10 µM; IC50 in µM for titrated hits; in the data active = a potency from the dose series; inconclusive = CPE inhibition mostly from about 23% at the one dose, without a potency; inactive = the rest, 99 in 100 with CPE inhibition below about 21%; also: strong numbers were not always called active
LYP inhibition – inhibitors of LYP phosphatase, biochemical, fluorescence intensity, uHTS (AID 1779) | Tyrosine-protein phosphatase non-receptor type 22 (Homo sapiens) | recombinant LYP phosphatase, fluorescence intensity; higher % means a stronger effect | inhibition, % at 11.5 µM, or IC50 in µM where a hit was titrated | 0.054% of 290,000 active; in the data active = inhibition above about 50%;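 also: plate controls were vehicle with enzyme for no effect and no enzyme for full effect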
AID2073 – inhibitors of Mint1-CaV2.2 protein interaction, biochemical, HTRF (AID 2073). Voltage-dependent N-type calcium channel subunit alpha-1B (Homo sapiens). HTRF protein-protein interaction, Mint1-CaV2.2; higher % means a stronger effect. inhibition, % at 20 µM, or IC50 in µM where a hit was titrated. 0.19% of 290,000 active; in the data active = inhibition mostly above about 51%, no sharp cut-off; inconclusive = no clear call, values can overlap the other calls; inactive = mostly below about 53%; also: some results filed as inactive read as strong as hits
NS5 inhibitors – Dengue-2 NS5 methyltransferase inhibitors, primary screen, biochemical, confirmation dose response (AID 588689). 0.3% of 340,000 active. Genome polyprotein (Dengue virus type 2 (strain 16681-PDK53)). Dengue-2 NS5 methyltransferase capping enzyme assay, biochemical; higher % means a stronger effect. inhibition, % at 25 µM, or IC50 in µM where a hit was titrated; in the data active = a potency from the dose series; inconclusive = inhibition above about 29% without an active follow-up result
Autophagy HCS – autophagy modulators in MEF cells, primary screen, imaging, high-content, MEF GFP-LC3; MEF GFP-LC3 puncta imaging; test concentration mostly 10 µM; calls only at 10 µM (by protocol); 0.98% of 190,000 active;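 active = percentage of spot-positive cells more than 3 SD above its plate mean, without a fluorescence outlier flag or 80% toxicity; inconclusive = no clear call, values can overlap the other calls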;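 also: spot-positive cell cutoff set from DMSO-treated cells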
UTI89 phage lysis – inhibition of K1F phage lysis, E. coli UTI89, bacterial capsule biogenesis inhibitors, alamar blue (AID 488966) | E. coli UTI89 K1F phage lysis, alamar blue, 2 h; higher % means a stronger effect | one-dose inhibition, % at 100 µM; IC50 in µM for titrated hits | 0.02% of 340,000 active;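 active = phage lysis inhibition, versus mean bacterial control, above a set limit; inconclusive = no clear call, values can overlap the other calls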;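 also: capsule biogenesis inhibitors block K1F phage lysis so surviving cells raise fluorescence; higher fluorescence means more inhibition of phage lysis; actives were called in the ten point dose series up to 300 µM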
GPR35 arrestin U2OS – GPR35 antagonists blocking zaprinast-driven arrestin recruitment, primary screen, imaging, U2OS, beta-arrestin-GFP, zaprinast agonist (AID 2058). G-protein coupled receptor 35 (Homo sapiens). U2OS GPR35 beta-arrestin-GFP translocation imaging, zaprinast antagonism; higher % means a stronger effect. inhibition, % at 10 µM, or IC50 in µM where a hit was titrated. 0.052% of 290,000 active;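 active = inhibition of at least 50% with at least 30 cells and total cytoplasm GFP at most 10,000,000; inconclusive = under 30 cells or total GFP of 10,000,000 plus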
WT yeast gro inh mutant strain – further read-out of WT yeast gro inh, marked with its call; inhibition, %; mitochondrial fusion phenotypic screen, mutant strain inhibition
Autophagy HCS cell loss 18 h – recorded beside Autophagy HCS, whose call it bears; toxicity, %; measured here: cell loss, nuclei count;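 cell loss after 18 h compound exposure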
NTR1 ag cell count 20 µM – second read-out of NTR1 ag, no call of its own (marks repeat the call); cell count; measured here: cell count, cytotoxicity flag
NS5 inhibitors pilot replicate – recorded beside NS5 inhibitors, whose call it bears; inhibition, %; measured here: pilot screen replicate inhibition
Starred values were filed as active, the others as inactive; i = inactive; ? = inconclusive; / = not tested or not shown; + = active, no number; [ ] = dose if it differs, or a comment. Compounds as they come; about 2.6% have a hit in one of these screens.

SMILES	NTR1 ag	NTR1 ag cell count 20 µM	WT yeast gro inh	WT yeast gro inh mutant strain	RSV CPE inhibition	LYP inhibition	AID2073	NS5 inhibitors	Autophagy HCS	Autophagy HCS cell loss 18 h	UTI89 phage lysis	GPR35 arrestin U2OS	others
CSCc1ccc(C(=O)N2CCC(CCC(=O)N(C)Cc3ccccc3)CC2)o1	2.2	50	/	/	1.3%	-7%	-8%	-3%	/	/	-0.2%	14%
O=C(CCc1ccccc1)NC1(Cc2ccccc2)CCN(CCCc2ccccc2)C1=O (stereo not given)	2.3	67	/	/	3.6%	/	/	-8%	/	/	-0.8%	/
CCN(c1ccc(Cl)cc1)S(=O)(=O)c1nnc(NC(=O)C(C)C)s1	3.5	91	/	/	0.2%	-9%	0%	-8%	/	/	-1.6%[50 µM]	-8%
Cc1cc(OCC(=O)N2CCN(c3ccccc3)CC2)c2c(C)c(C)c(=O)oc2c1	-1.4	55	/	/	1.6%	-13%	20%	2%	/	/	0.2%	-6%
COCCn1c(SCC(=O)Nc2ccc(NC(=O)c3ccco3)c(OC)c2)nc2ccccc2c1=O	1.6	44	7	16	0.4%	-2%	44%	-5%	i	-6	0.6%	-2%
COc1ccc(Oc2cccc(Cl)c2CNC(=O)CCCC(=O)O)cc1	0.3	49	/	/	1.1%	-10%	0%	/	/	/	/	0%
Cc1cc(C)n(C/C=C/Cn2nc(C)cc2C)n1	-1.3	73	-10	-1	0.2%	-1%	3%	-1%	i	-12	6.0%	-8%
COc1ccc(CN2CCN(C(=O)c3cccc(OC)c3OC)CC2)cc1OC	0.3	59	4	9	0.2%	-7%	38%	-3%	i	38	1.2%	5%
Cc1c(Cc2ccccc2)c(=O)oc2cc(OCC(=O)N3CCC(C(N)=O)CC3)ccc12	-0.2	95	/	/	4.9%	-12%	11%	-4%	/	/	7.8%	27%
CC(NO)/C(=N\O)c1cccs1 (stereo not given)	0.4	65	-3	5	1.8%	4%	13%	3%	i	10	?	11%
Cc1ccccc1-n1c(Cn2c(=O)sc3ccccc32)nnc1SC(C)C	-0.5	57	4	5	-0.1%	7%	10%	-4%	i	-6	-1.1%	3%
O=C(Nc1cnn(Cc2ccc(F)cc2)c1)c1cnccn1	2.7	30	-7	3	-0.5%	2%	-8%	4%	i	-3	1.8%	-6%
O=C1C2CCCN2C(c2ccccc2)N1c1cccc(Cl)c1 (stereo not given)	-1.6	63	3	-1	1.9%	-7%	-1%	-2%	i	7	-1.1%	3%
CC(C)CCNC(=O)c1ccc2c(c1)ncn2C1CCCC1	0.3	56	-2	-1	2.4%	-8%	2%	-5%	i	36	1.7%	0%
CCOc1ccccc1NC(=S)NCc1ccccc1	-0.5	46	/	/	0.7%	-6%	4%	-11%	/	/	-0.2%	2%
CC(=O)Nc1ccc(S(=O)(=O)Nc2nc3ccccc3nc2Nc2ccc(S(N)(=O)=O)cc2)cc1	0.1	33	-12	11	0.3%	1%	22%	7%	i	-3	-0.3%[50 µM]	-16%
O=C(/C=C/c1ccccc1Cl)Nc1ccc2c(c1)C(=O)NC2=O	1.6	67	-4	23	2.1%	-6%	44%	-2%	i	-4	-0.3%	5%
O=S(=O)(NCC1CC1)c1ccc(F)c(Cl)c1	-0.5	90	/	/	0.4%	0%	4%	-6%	/	/	0.1%	2%
C/C(=N/NC(=O)CCc1ccccc1)c1ccco1	-0.8	81	2	-5	0.4%	-2%	16%	4%	i	10	-0.1%	-3%
COc1cc(C(=O)Nc2ccc(C(=O)NCC3CCCO3)cc2)cc(OC)c1OC (stereo not given)	-0.9	51	/	/	0.1%	-7%	6%	11%	/	/	-0.9%	-4%
CCCCN=C1CC(C)(C)CC(=O)/C1=C(/O)CCC	0.6	53	/	/	2.0%	-8%	-12%	-12%	/	/	-0.4%	3%
COc1ccc(NC(=O)CS(=O)c2ccc(Cl)c(Cl)c2)cc1 (stereo not given)	1.4	61	/	/	2.0%	-8%	7%	-9%	/	/	0.0%	1%
COC(=O)CN1C(=O)N/C(=C/c2ccccc2OC)C1=O	-0.3	45	-4	-26	-0.3%	1%	-5%	-7%	i	19	-0.1%	-4%
CC(=O)c1ccc(NC(=O)COc2ccccc2C(=O)Nc2ccccc2)cc1	9.3	58	/	/	2.8%	-1%	9%	-10%	/	/	-0.3%	-2%

Part of the list above in order of molar mass, highest first:
SMILES	NTR1 ag	NTR1 ag cell count 20 µM	WT yeast gro inh	WT yeast gro inh mutant strain	RSV CPE inhibition	LYP inhibition	AID2073	NS5 inhibitors	Autophagy HCS	Autophagy HCS cell loss 18 h	UTI89 phage lysis	GPR35 arrestin U2OS	others
CC(=O)Nc1ccc(S(=O)(=O)Nc2nc3ccccc3nc2Nc2ccc(S(N)(=O)=O)cc2)cc1	0.1	33	-12	11	0.3%	1%	22%	7%	i	-3	-0.3%[50 µM]	-16%
CC(=O)c1ccc(NC(=O)COc2ccccc2C(=O)Nc2ccccc2)cc1	9.3	58	/	/	2.8%	-1%	9%	-10%	/	/	-0.3%	-2%
CC(C)CCNC(=O)c1ccc2c(c1)ncn2C1CCCC1	0.3	56	-2	-1	2.4%	-8%	2%	-5%	i	36	1.7%	0%
CCOc1ccccc1NC(=S)NCc1ccccc1	-0.5	46	/	/	0.7%	-6%	4%	-11%	/	/	-0.2%	2%
O=S(=O)(NCC1CC1)c1ccc(F)c(Cl)c1	-0.5	90	/	/	0.4%	0%	4%	-6%	/	/	0.1%	2%

More results
SMILES	NTR1 ag	NTR1 ag cell count 20 µM	WT yeast gro inh	WT yeast gro inh mutant strain	RSV CPE inhibition	LYP inhibition	AID2073	NS5 inhibitors	Autophagy HCS	Autophagy HCS cell loss 18 h	UTI89 phage lysis	GPR35 arrestin U2OS	others
O=C(CN1CCCCCC1)OCCN=C1NS(=O)(=O)c2ccccc21	0.4	49	-14	2	5.4%	-4%	-3%	1%	i	-2	0.3%	-9%
O=C(O)C(Cc1ccccc1)N1C(=O)C2CCCCC2C1=O (stereo not given)	1.4	63	-12	-5	-1.2%	-9%	-4%	-3%	i	3	-0.5%	14%
COc1ccccc1C(=O)NCCCn1cc(Br)c(C)n1	-0.3	61	9	8	1.7%	-3%	-4%	-10%	i	7	-0.5%	3%
Cc1cc(C)cc(-n2nnnc2-c2cn(C)nc2C(F)(F)F)c1	0.0	55	11	6	-1.4%	-7%	0%	-1%	i	5	1.9%	-3%
CCCc1cc(=O)[nH]c(Nc2ccc(O)cc2)n1	0.7	53	-3	-37	-0.1%	-6%	-18%	-6%	i	1	0.8%	-1%
COc1cc(S(=O)(=O)NC2CC(C)(C)NC(C)(C)C2)c(OC)cc1Cl	-0.8	64	/	/	-2.3%	-7%	-1%	-2%	/	/	0.0%	11%	NS5 inhibitors pilot replicate=-0.6
c1ccc(/N=C2\N=C(Nc3ccccn3)c3ccccc32)nc1	9.3	58	/	/	11%	/	/	-7%	/	/	0.3%	/
Cc1cccc(C)c1NC(=O)COC(=O)c1ccccc1[N+](=O)[O-]	3.8	67	-16	4	0.8%	-11%	3%	-8%	i	9	0.4%	7%
COc1ccc(C(=O)C[n+]2cccc3cc(OC)ccc32)cc1	-2.4	86	/	/	0.0%	-3%	3%	1%	/	/	0.8%[50 µM]	4%
CC(C)CC1=NN2C(=N)/C(=C\c3coc4ccccc4c3=O)C(=O)N=C2S1	/	/	15	7	/	6%	26%	?	i	13	-0.3%	-11%
O=C(Nc1ccccc1)c1ccc(N2CCN(c3ccccc3)CC2)c(S(=O)(=O)N2CCOCC2)c1	-1.1	80	20	7	1.9%	-7%	46%	-10%	i	-2	1.2%	8%	NS5 inhibitors pilot replicate=-4.2
O=C(NC1CCCCC1)c1cc(F)cc2c1OCOC2	1.3	48	/	/	1.6%	-6%	-14%	5%	/	/	-1.7%	10%
O=C(O)COCC(=O)N1CCN(C2c3ccccc3-c3ccccc32)CC1	-2.0	50	/	/	1.8%	-2%	19%	12%	/	/	1.1%	18%
O=C(OCCOCCN=C1NS(=O)(=O)c2ccccc21)c1ccncc1	-0.8	37	1	-4	1.3%	-4%	0%	2%	i	14	0.2%	10%
CC(=O)O[C@H]1CC(C)(C)C(=C=C/C(C)=C/C=C/C(C)=C/C=C/C=C(C)/C=C/C=C(\C)C(=O)C[C@@]23O[C@]2(C)C[C@@H](O)CC3(C)C)[C@](C)(O)C1	1.6	106	/	/	20%	-2%	3%	/	/	/	/	-14%
Cc1cc(OC(C)C(=O)NCCCn2ccnc2)c2c(C)c(C)c(=O)oc2c1 (stereo not given)	0.2	46	/	/	0.7%	-13%	28%	-3%	/	/	0.3%	0%
CCOC(=O)c1oc2nc3c(cc2c1N)COC(C)(C)C3	-1.0	100	-4	10	5.2%	-6%	5%	4%	+	3.3*	0.4%	4%
CC(C)c1ccc(C2CC(=O)c3cnc(N4CCc5ccccc5C4)nc3C2)cc1 (stereo not given)	3.3	81	58*	52*	0.3%	4%	-2%	-4%	i	3	0.2%	-4%
CCNc1nc(NCC)nc(NS(=O)(=O)c2ccc(N)cc2)n1	1.7	61	/	/	0.6%	-4%	-4%	6%	/	/	0.7%	7%
CC1Sc2ccc(C(=O)NCc3ccccn3)cc2NC1=O (stereo not given)	0.0	61	/	/	0.7%	/	/	6%	/	/	0.7%[50 µM]	/
CCN(CC)c1ccc(/C=N/N2CCN(Cc3ccccc3)CC2)cc1	3.4	54	4	17	0.2%	3%	-19%	-2%	i	4	0.7%	-8%
Nc1nc(N2CCN(c3ccc(Cl)cc3)CC2)n[nH]1	-1.0	30	3	8	3.5%	-6%	-12%	-4%	i	-18	-1.0%	-19%
COC(=O)c1ccc(C23CC4(C2)[C@H](CN(Cc2cccnc2)[C@@H]4c2ccccc2)C3c2ccc(Cl)nc2)cc1 (stereo not given in full)	4.4	51	/	/	-0.4%	0%	21%	-12%	/	/	1.5%	1%
NC(=O)NOCc1c(Cl)cccc1Cl	-0.2	80	19	11	14%	0%	4%	-11%	i	-1	-1.8%	-6%
COc1ccc(-c2cc(C)no2)cc1S(=O)(=O)NCC1CCN(Cc2cc(C)ccc2C)CC1	0.7	66	/	/	-1.4%	-16%	5%	-11%	/	/	6.4%	-12%
Cc1ccc(C(OCCN(C)C)c2cccc(C(F)(F)F)c2)cc1 (stereo not given)	4.9	66	1	-12	0.8%	-9%	0%	-4%	i	18	15%	-5%
CCOC(=O)c1csc(NC(=O)CSc2nnnn2-c2ccc(OC)c(OC)c2)n1	0.4	53	-21	-2	1.5%	-7%	0%	-2%	i	-19	1.4%	-3%

Bioassay records (PubChem)
